Screening data from PubChem BioAssay.
Growth percent in the NCI-60 one-dose screen (48 h, 10 µM unless noted): 100 = growth as untreated, 0 = no growth, -100 = all killed.
MOLT-4 = MOLT-4 leukemia cells. 6.9% of 80,000 active
MDA-MB-435 = MDA-MB-435 melanoma; AID 1794794; 7.8% of 82,000 active
K-562 = K-562 leukemia; 7.4% of 78,000 active
SR = SR leukemia cells; AID 1794780; 8.7% of 73,000 active
RPMI-8226 = RPMI-8226 leukemia cells. 7.5% of 77,000 active. AID 1794781
MCF7 = MCF7 breast cancer; 6.3% of 82,000 active; AID 1794796
MDA-MB-231 = MDA-MB-231 breast cancer. 5% of 81,000 active
MDA-MB-468 = MDA-MB-468 breast cancer. 8.5% of 78,000 active
Numbers without * were called inactive; nt = not tested or not shown; & = joins results of further samples. The calls were made as follows: active = growth percent below 10; inactive = the rest.

SMILES | MOLT-4 | MDA-MB-435 | K-562 | SR | RPMI-8226 | MCF7 | MDA-MB-231 | MDA-MB-468
O=C(O)c1cc(N=Nc2ccc(-c3ccc(N=Nc4ccc(O)c(N=Nc5ccc(S(=O)(=O)O)c6ccccc56)c4O)cc3)cc2)ccc1O | 94 | 107 | 94 | 85 | 103 | 96 | 95 | 112
C[n+]1c2ccccc2c(-c2ccccc2)c2ccccc21 | 67 | 49 | 44 | 59 | 39 | 43 | 83 | 59
c1ccc(-c2nc([P+](c3ccccc3)(c3ccccc3)c3ccccc3)c(N3CCOCC3)o2)cc1 | 7.6* | -1.0* | 10 | nt | -28* | 2.9* | -15* | -22*
O=C1/C(=C\c2ccccc2[N+](=O)[O-])Sc2c(F)cccc21 | 80 | 112 | 33 | 63 | 69 | 38 | 93 | 16
COc1cc(C2C(C(=O)OCc3ccccc3)=C(C)Nc3nc4ccccc4n32)cc(OC)c1OC (stereo not given) | 33 | -35* | 21 | 11 | 49 | 7.1* | -27* | -38*
COC(=O)c1ccc(OCc2ccccc2)cc1O | 94 | 98 | 97 | 88 | 103 | 100 | 96 | 93
OC1CCC(C2CCCCC2)CC1 (stereo not given) | 87 | 111 | 97 | 81 | 97 | 101 | 110 | 106
O=C1c2ccccc2C(=O)c2[nH]c(-c3c(-c4ccc(F)cc4)nc4sccn34)nc21 | 71 | 99 | 88 | 90 | 94 | 81 | 102 | 89
CCc1c(Nc2ccc(C)cc2)nc(N)[nH]c1=O | 101 | 106 | 95 | 88 | 103 | 94 | 95 | 95
O=C(Nc1ccccc1C(=O)O)/C(Cl)=C/c1ccc(Cl)cc1Cl | 99 | 113 | 91 | 95 | 104 | 84 | 92 | 110
O=c1nc(NC(=S)Nc2ccn([C@H]3CC[C@@H](CO)O3)c(=O)n2)ccn1[C@H]1CC[C@@H](CO)O1 | 87 | 103 | 101 | 86 | 95 | 102 | 95 | 106
COc1ccc(C2Cc3c(nn(-c4ccc(C)cc4)c(=O)c3C#N)C(O)=C2[N+](=O)[O-])cc1 (stereo not given) | 88 | 101 | 77 | nt | 89 | 89 | 75 | 98
C/C(=C\CCc1ccoc1)CC/C=C(\C)CCCNc1ccc(F)cc1 | 60 | 99 | 69 | 83 | 54 | 93 | 73 | 90
Cc1cc(C)c(O)c(CNCCCCCCNCc2cc(C)cc(C)c2O)c1 | -28* | -91* | -63* | -48* | -21* | -81* | -44* | -72*
CCOC(=O)CSc1nnc(Cc2ccccc2Nc2c(Cl)cccc2Cl)n1CC | 99 | 100 | 91 | 103 | 100 | 94 | 102 | 102
COc1cc(CN2CCC(N3CCCC3=O)c3cc(C)ccc32)cc(OC)c1OC (stereo not given) | 91 | 56 | 74 | 58 | nt | 95 | 86 | 98
O=S(=O)(OCCCCCCCCCOS(=O)(=O)c1ccc(F)cc1)c1ccc(F)cc1 | 94 | 101 | 101 | 102 | 81 | 90 | 96 | 80
CCN(CC)Cc1cc(NC(C)=O)ccc1O | 127 | 108 | 119 | 127 | 92 | 89 | 94 | 99
OC1CCCCC1C1CCCCC1 (stereo not given) | 91 | 114 | 104 | 90 | 106 | 99 | 107 | 115
COc1cc(NCCN(CC(C)C)CC(C)C)c2ncc(C)cc2c1 | 55 | -76* | 34 | 76 | 63 | 2.7* | 50 | 12
C=CCn1c2ccccc2c2c3c(c4c5ccccc5n(CC=C)c4c21)C(=O)N(O)C3=O | -10* | 43 | 27 | 7.5* | 24 | 13 | 39 | 24
N#Cc1c(-c2ccc(Cl)cc2)nc(NN=Cc2cccc([N+](=O)[O-])c2)nc1N1CCOCC1 | 60 | 88 | 66 | 57 | 57 | 74 | 82 | 74
CCOC(=O)c1c2c(c(C)n1Cc1ccccc1)-c1nc(N)ncc1CC2 | 96 | 136 | 94 | 86 | 80 | 106 | 79 | 100
CC1(C)CC(=O)C(CC(=O)c2ccccc2)=C(NN=C(N)N)C1 | 88 | 110 | 94 | 89 | 96 | 93 | 110 | 93
NC(=O)N/C=C1\CCCOC1=O | 101 | 113 | 103 | 92 | 103 | 92 | 116 | 95
COc1ccc(-c2nn(-c3cccc(Cl)c3)cc2-c2c(C#N)c(=O)n3[nH]c(-c4ccccc4)nc3c2C#N)cc1 | 62 | 91 | 78 | 71 | nt | 63 | 87 | 98
NC[C@H]1O[C@@H](n2cnc3c(=O)[nH]c(N)nc32)[C@H](O)[C@@H]1O | 99 | 98 | 106 | 97 | 100 | 93 | 102 | 101
C/C(=N/NC(=O)c1cc2ccccc2oc1=N)c1ccc([N+](=O)[O-])cc1 | 111 | 101 | 110 | nt | 92 | 96 | 102 | 91
Nc1ccc(S(=O)(=O)N/N=C/C=C/c2ccccc2)cc1 | 77 | 106 | 101 | 101 | 96 | 86 | 96 | 93
CS(=O)(=O)c1ccc(-c2nc3cc(Cl)ccc3n2CC(=O)O)cc1 | 96 | 105 | 99 | nt | 96 | 95 | 105 | 100
CCN(CC)CCCCCCNc1ccnc2cc(Cl)ccc12 | 101 | 89 | 30 | 28 | 130 | 83 | 52 | 61
COC(=O)c1nn(C)c(=O)[nH]c1=O | 94 | 109 | 97 | 86 | 107 | 105 | 108 | 107
CNc1nc(NC)nc(-c2ccccc2)n1 | 97 | 116 | 110 | 108 | 105 | 89 | 101 | 109
O=C(NNc1nc2cc(F)cc(F)c2n2cccc12)c1cnccn1 | 1.8* | 31 | 14 | 8.8* | 18 | 4.0* | 33 | -11*
O=C(Cc1cccc2c(=O)cc(-c3ccccc3)oc12)OCCN1CCOCC1 | 104 | 99 | 101 | 105 | 95 | 102 | 97 | 100
COc1ccc(C(=O)COc2ccc3c(c2)O/C(=C\c2ccccc2)C3=O)cc1 | 87 | 111 | 81 | 92 | 207 | 69 | 103 | nt
O=C(O)C1CCC1 | 98 | 108 | 100 | 96 | nt | 97 | 107 | 101
CON(C)C(=O)c1cc(-c2ccccc2)n(-c2ccc(S(C)(=O)=O)cc2)n1 | 87 | 102 | 92 | 90 | 85 | 97 | nt | 90
O=C(Nc1ccc(F)cc1)c1cc2cc(Nc3nc(-c4ccccc4)nc4ccccc34)ccc2oc1=O | 93 | 108 | 102 | 87 | 98 | 98 | 91 | 111
CN1C(=O)CS/C1=N\S(=O)(=O)c1ccc(NNc2c3ccccc3cc3ccccc23)cc1 | 77 | 106 | 101 | 87 | 87 | 91 | 83 | 88
COc1ccc2nc(NS(=O)(=O)c3ccc(N=Cc4ccccc4O)cc3)sc2c1 | 92 | 101 | 103 | 98 | 102 | 85 | 116 | 113
O=C(Nc1cccc(Oc2nnc(Cl)c3ccccc23)c1)Nc1ccc(Cl)c(C(F)(F)F)c1 | nt | -78* | -8.7* | -24* | -16* | -36* | -57* | -45*
COC1OC(COC(C)=O)C(OC(C)=O)C(OC(C)=O)C1OC(C)=O (stereo not given) | 96 | 105 | 102 | 96 | 96 | 93 | 90 | 108
NC1CCN(c2c(F)cc3c(=O)c(C(=O)O)cn(C4CC4)c3c2Cl)C1 (stereo not given) | 98 | 105 | nt | 94 | 101 | 102 | 104 | 102
O=C1C=CC(=Nc2cc(Cl)c(O)c(Cl)c2)C=C1Cl | 108 | 112 | 119 | 117 | 100 | 93 | 100 | 113
COc1ccc2c(C3(c4cn(C)c5cc(OC)ccc45)C(=O)Nc4ccc(Cl)cc43)cn(C)c2c1 | 19 | 55 | 16 | 38 | 40 | 42 | 55 | 106
CCCCCCCCCc1cc[n+](CC(=O)c2ccc([N+](=O)[O-])cc2)cc1 | 1.6* | -21* | -4.4* | -14* | -26* | -41* | -77* | -19*
Nc1ccc(N)c(Cl)c1 | 76 | 107 | 89 | 93 | 77 | 99 | 92 | 106
NNCC(O)c1ccccc1 (stereo not given) | 83 | nt | 91 | 92 | 98 | 93 | 97 | 98
O=C(Nc1ccccn1)c1ccccc1 | 112 | nt | 106 | 99 | 117 | 87 | 102 | 97

Part of the list above, as comma-separated lines.
smiles,MOLT-4,MDA-MB-435,K-562,SR,RPMI-8226,MCF7,MDA-MB-231,MDA-MB-468
COc1ccc(-c2nn(-c3cccc(Cl)c3)cc2-c2c(C#N)c(=O)n3[nH]c(-c4ccccc4)nc3c2C#N)cc1,62,91,78,71,nt,63,87,98
NC[C@H]1O[C@@H](n2cnc3c(=O)[nH]c(N)nc32)[C@H](O)[C@@H]1O,99,98,106,97,100,93,102,101
C/C(=N/NC(=O)c1cc2ccccc2oc1=N)c1ccc([N+](=O)[O-])cc1,111,101,110,nt,92,96,102,91
Nc1ccc(S(=O)(=O)N/N=C/C=C/c2ccccc2)cc1,77,106,101,101,96,86,96,93
CS(=O)(=O)c1ccc(-c2nc3cc(Cl)ccc3n2CC(=O)O)cc1,96,105,99,nt,96,95,105,100
CCN(CC)CCCCCCNc1ccnc2cc(Cl)ccc12,101,89,30,28,130,83,52,61
COC(=O)c1nn(C)c(=O)[nH]c1=O,94,109,97,86,107,105,108,107
CNc1nc(NC)nc(-c2ccccc2)n1,97,116,110,108,105,89,101,109
O=C(NNc1nc2cc(F)cc(F)c2n2cccc12)c1cnccn1,1.8*,31,14,8.8*,18,4.0*,33,-11*
O=C(Cc1cccc2c(=O)cc(-c3ccccc3)oc12)OCCN1CCOCC1,104,99,101,105,95,102,97,100
COc1ccc(C(=O)COc2ccc3c(c2)O/C(=C\c2ccccc2)C3=O)cc1,87,111,81,92,207,69,103,nt
O=C(O)C1CCC1,98,108,100,96,nt,97,107,101

The results go on:
SMILES | MOLT-4 | MDA-MB-435 | K-562 | SR | RPMI-8226 | MCF7 | MDA-MB-231 | MDA-MB-468
Cc1ccc(C(NC(=O)c2ccccc2)c2ccc3cccnc3c2O)cc1 (stereo not given) | 8.3* | 30 | 10 | 11 | 15 | 25 | 17 | -27*
CCCCn1c(=O)c(-c2cc(-c3ccc(Cl)cc3)nc(-c3ccc(Cl)cc3)c2)cc2cc(C)ccc21 | 105 | 104 | 99 | 109 | nt | 98 | 93 | 102
Nc1ncc(-c2ccc(NS(=O)(=O)c3ccc(Br)cc3)cc2)[nH]1 | 78 | 95 | 86 | 75 | 78 | 87 | 86 | 77
Nc1nc(=O)c2ccccc2s1 | 103 | 102 | 122 | 109 | 95 | 103 | 109 | 109
Cc1nn(CC(O)c2ccccc2)c(N)c1C(=O)N/N=C\c1ccc(OC(F)F)c(OC2CCCC2)c1 (stereo not given) | 94 | 110 | 91 | 92 | 83 | 83 | 92 | 89
CC1=CC(=O)N(c2cccc3c(N4C(=O)C=C(C)C4=O)cccc23)C1=O | 4.7* | 81 | 6.9* | -21* | 22 | 58 | 107 | 24
CC(C)CNCCCC(=O)Nc1ccc(C(=O)OCC(C)C)cc1 | 75&90 | 98&105 | 90&83 | 101&86 | 85&98 | 85&103 | 71&84 | 101&97
COc1ccc(OC)c(/C=N/N=C/c2cc(OC)ccc2OC)c1 | 20 | 83 | 103 | 95 | 115 | 89 | 86 | 96
CC(C)(C)CC(C)(C)Nc1c(-c2ccc(-c3ccccc3)cc2)nc2cnccn12 | 63 | 83 | 63 | nt | 69 | 82 | 91 | 109
c1ccc2cc(Cn3cc[n+](C[n+]4ccn(Cc5ccc6ccccc6c5)c4)c3)ccc2c1 | 96 | 97 | 95 | 97 | 80 | 87 | 93 | 91
O=C(/C=C/C12c3ccccc3C(c3ccccc31)C1C(=O)NC(=O)C12)c1ccc(I)cc1 (stereo not given) | 6.9* | 31 | 25 | 25 | 3.1* | 17 | 64 | 51
Cc1ccccc1Cn1cc(CSc2nc3ccccc3s2)nn1 | 97 | 103 | 87 | 77 | 104 | 95 | 101 | 98
COc1cc2nc(SCc3n[nH]c(=S)n3C(=O)c3ccccc3)n(-c3ccc(Cl)cc3)c(=O)c2cc1OC | 57 | 79 | 52 | 48 | 74 | 65 | 69 | 65
CN(C)CCCOc1ccc2c(c1)CN(C(=O)c1cc(C(=O)N3Cc4cccc(F)c4C3)ccc1O)C2 | 97 | 103 | 89 | 97 | 99 | 83 | 103 | 106
CC(=O)n1nc(-c2ccc(N)cc2)cc1-c1ccccn1 | 124 | 96 | 108 | 115 | 108 | 100 | 117 | 111
C#CCOc1ccccc1C(Nc1ccccc1F)c1nnnn1C1CCCCC1 (stereo not given) | 85 | 100 | 76 | 96 | 89 | 101 | 87 | 90
CN1C(=O)NNC(=O)c2ccccc21 | 94 | 94 | 129 | 87 | 100 | 101 | 104 | 98
CCOC(=O)C1=C(C)OC(N)=C(C#N)C1c1cc(=O)oc2ccc(Cl)cc12 (stereo not given) | 92 | 109 | 84 | 93 | 110 | 90 | 112 | 106
N#Cc1ncoc1N1CCN(c2cccc(Cl)c2)CC1 | 81 | 95 | 85 | 84 | 99 | 91 | 112 | 96
O=C(CS(=O)(=O)c1ccccc1)c1cc2cc(Br)ccc2oc1=O | 112 | 96 | 99 | 114 | 120 | 102 | 106 | 97
C=CCN1C(=O)/C(=C/C(=O)OC)S/C1=N\NC(=O)c1cc2ccc1/C=C\c1ccc(cc1)/C=C\2 | 35 | 100 | 52 | 1.8* | -9.4* | 52 | 98 | 76
COc1ccc(/C=N/NC(=O)c2cn(C3CC3)c3c(OC)c(N4CC5CCCNC5C4)c(F)cc3c2=O)cc1 (stereo not given) | 60 | 100 | 7.9* | -3.2* | 64 | 71 | 81 | 89
CCN(CC)CCn1ncc(Sc2cc([N+](=O)[O-])ccc2N)c(Cl)c1=O | 62 | 75 | 52 | 15 | 45 | 55 | 84 | nt
O=C(c1c[nH]c2ccccc12)C1OC12C(=O)Nc1ccccc12 (stereo not given) | 86 | 93 | 71 | 75 | 75 | 63 | 83 | 83
